KCNQ2 block: KCNQ2 channel blockers in CHO-K1 cells – cell-based, FluxOR thallium flux, B-score, primary screen (AID 2156) | O88943 | 20 min; stronger effect = lower value | B-score at 10 µM | 310,000 compounds, 1.1% hits;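 active = fluorescence ratio B-score at most minus 3 library SDs, with starting brightness B-score within 2 library SDs, cut at about -5.5 in these data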
Kir21 block: Kir2.1 (mouse) channel inhibition; P35561; HEK293-Kir2.1, FluxOR thallium flux fluorescence; stronger effect = lower value; B-score at 10 µM; 310,000 compounds, 0.85% hits;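 active = fluorescence ratio B-score at or below minus 3 SD of library scores, with starting-brightness B-score within 2 SD, cut at about -4.2 in these data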;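 also: channel flux triggered by added potassium and thallium sulfate stimulus; B-score of peak minus minimum fluorescence over baseline after thallium stimulus; more negative B-score means stronger Kir2.1 block with less thallium influx; some compounds called inactive have numbers as strong as hits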
Target sequence (P35561 whole entry, looked up): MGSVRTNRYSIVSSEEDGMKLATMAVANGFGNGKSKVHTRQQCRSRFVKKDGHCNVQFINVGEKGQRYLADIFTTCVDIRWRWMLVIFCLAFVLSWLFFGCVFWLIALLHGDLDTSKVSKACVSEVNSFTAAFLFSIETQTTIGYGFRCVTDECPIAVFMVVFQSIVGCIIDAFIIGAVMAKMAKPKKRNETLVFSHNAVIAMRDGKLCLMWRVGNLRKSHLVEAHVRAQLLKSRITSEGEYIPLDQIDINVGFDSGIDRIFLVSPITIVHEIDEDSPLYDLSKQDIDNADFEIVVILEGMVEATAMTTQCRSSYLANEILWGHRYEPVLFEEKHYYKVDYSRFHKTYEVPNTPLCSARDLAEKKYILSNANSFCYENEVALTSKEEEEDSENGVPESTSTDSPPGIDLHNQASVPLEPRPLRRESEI
Numbers without * were called inactive; i = inactive.

Structure | KCNQ2 block | Kir21 block
COc1ccc(CCN2CC3=C(C2=O)C(c2ccccc2)NC(=O)N3C)cc1OC (stereo unspecified) | i | 0.88
COc1cccc(CN2CC(C(=O)NCCOc3cccnc3)CCC2=O)c1 (stereo unspecified) | i | 0.17
Cc1cc(C(N)=O)c2ccccc2n1 | i | 0
CCOC(=O)C1CCCN(C(=O)CSc2ccc(NC(C)=O)cc2)C1 (stereo unspecified) | i | 1.12
Cc1ccc(N2CC(C(=O)N3CCC(c4nc5ccccc5[nH]4)CC3)CC2=O)cc1C (stereo unspecified) | i | 1.83
CN(C)CC1CCCCC1OC(=O)c1ccc(Cl)cc1Cl (stereo unspecified) | i | -3.95
Cc1cccc2sc(NC(=O)CN3C(=O)c4ccccc4C3=O)nc12 | i | -0.06
CC1(C)CN(O)CCN1O | i | 0.17
CN(C)CCNC(=O)c1cccc(S(=O)(=O)Nc2ccccc2F)c1 | i | 0.09
Cc1ccc(C(=O)CC(=O)c2cccc(F)c2)c(O)c1 | i | -1.36
CC(C)[C@H](NC(=O)c1ccco1)C(=O)NCc1ccccc1 | i | -1.23
O=C1CS/C(=C\[N+](=O)[O-])N1c1ccc(OC(F)(F)F)cc1 | i | -0.18
Cc1ccccc1NC(=O)/C(C#N)=C\c1ccsc1 | i | -1.21
C=CCSc1nnc2c(n1)OC(c1c(C)[nH]n(-c3ccccc3)c1=O)Nc1ccccc1-2 (stereo unspecified) | i | 0.93
Nc1nc(F)nc2c1ncn2[C@@H]1O[C@H](CO)[C@@H](O)[C@@H]1O | i | -0.19
Cc1ccc(-c2nn(-c3ccccc3)cc2C(=O)NN2CCN(C)CC2)cc1 | i | -0.54
CCC(NC(=O)Nc1nnc(C(F)(F)F)s1)(C(F)(F)F)C(F)(F)F | i | -4.52*
CCC(=O)Nc1cccc(C2=NOC3(C2)C[C@@H](C(N)=O)N(C(=O)C2(C)CC2)C3)c1 (stereo partly specified) | i | 0.87
CNc1c(NS(=O)(=O)c2ccc(F)cc2)c(=O)oc2ccccc12 | i | -0.54
COc1ccc2c(c1)nc(NCCCO)n2Cc1ccccc1 | i | 0.11
Cc1cc2c(cc1S(=O)(=O)N1CCN(c3cccc(C)c3C)CC1)OCCN2C | i | -0.24
CCOc1cc(/C=C/c2cc(C(=O)O)c3ccccc3n2)ccc1O | i | 0.44
COc1ccc(CN2CCC(Oc3ccc(C(=O)N4CCCC4)cc3)CC2)c(F)c1 | i | -2.93
CSc1ncccc1C(=O)OCn1nnc2ccccc2c1=O | i | 0.1
O=C(Nc1ccc(N2CCCCC2)c(C(=O)O)c1)c1ccco1 | i | 0.52
CN(C)CCNc1nc2c(c(=O)[nH]c(=O)n2C)n1CC(O)COc1ccc(Cl)cc1Cl (stereo unspecified) | i | 0.8
CCC/C(=N\NC(=O)c1csc(C)c1C)c1cccs1 | i | -0.49
COc1ccc(OCC(=O)Nc2ccc3c(c2)nc(CCn2ccccc2=O)n3C)cc1 | i | -0.42
COc1cc2c(cc1NC(=O)CSc1nnc(COc3ccc(Cl)cc3)n1C)oc1ccccc12 | i | 0.63
COCCN(Cc1ccc(C)c(Br)c1)C(=O)Cn1cnc(S(=O)(=O)N2CCCC2)c1 | i | 1.2
S=C(Nc1ccccc1Cl)N1CCCC(c2ccccc2)=N1 | -6.51* | 1.63
Cc1ccnc(NS(=O)(=O)c2ccc(NC(=O)Cc3ccccc3)cc2)n1 | i | -0.11
O=C(COc1ccccc1)Nc1ccccc1F | i | -0.56
O=C(Cn1ncc2c3ccccc3n(Cc3ccccc3)c2c1=O)NCCCN1CCCC1=O | i | -1.21
CCCc1[nH]n(-c2ccc([N+](=O)[O-])cc2)c(=O)c1C=NCCCn1ccnc1 | i | 0
COc1ccc(N(C(=O)c2ccco2)C(C(=O)NC2CCCC2)c2ccc(N(C)C)cc2)cc1 (stereo unspecified) | i | 2.27
Cc1cc(S(=O)(=O)NCCCn2ccnc2)c(C)cc1Cl | i | -0.71
O=C(CSc1nnc(CNC(=O)c2ccco2)o1)NC1CCCC1 | i | -0.33
CN(C)C(=O)CSc1nnc(-c2cccs2)n1-c1ccccc1 | i | -1.48
C=CC(=O)Nc1sc2c(c1C(N)=O)CCCC2 | i | 0.45
CCOc1cccc2c1OC1(C)CC2NC(=O)N1Cc1ccccc1 (stereo unspecified) | i | -0.48
CCN(CC(=O)Nc1c(F)cccc1F)C(=O)c1csc2c1CCCC2 | i | -0.92
CCOc1cc(C2C(C(=O)OC)=CN(C3CCCC3)C=C2C(=O)OC)cc(Br)c1O | i | 1.39
COc1ccc(-c2nc(CS(=O)(=O)CC(=O)NC3CCCCC3C)c(C)o2)cc1 (stereo unspecified) | i | -0.08
COc1cc(-c2noc(CCC(N)=O)n2)cc(OC)c1OC | i | 1.2
Cc1occc1C(=O)N/N=C/c1ccc[nH]1 | i | 1.63
Cc1ccc2nc3nc(NCC4CCCO4)c(C(=O)NC4CCCC4)cc3c(=O)n2c1 (stereo unspecified) | i | 0.2
CC(C)[C@H](NC(=O)[C@@H]1Cc2ccccc2CN1)C(=O)Nc1ccc2c(c1)OCCO2 | i | -0.81
CCN(CC)c1ccc(/C=N/N2CCOCC2)c(O)c1 | i | -0.3
Cc1c(NS(=O)(=O)c2ccc3c(c2)c(=O)n(C)c(=O)n3C)c(=O)n(-c2ccccc2)n1C | i | 0.06
CCCn1c(=O)c2ccccc2n2c(SCCOc3ccc(OC)cc3)nnc12 | i | -1.15
Cc1ccc2nc(SCC(=O)Nc3ccc(F)cc3F)nc(=O)n2c1 | i | 0.96
COc1cc2c(cc1OC)C(=S)NC1(CCCC1)C2 | i | -0.44
c1ccc(-c2cc(-c3ccncc3)nc3ccc4ccccc4c23)cc1 | i | 0.08
Cc1[nH]n(-c2ccccc2)c(=O)c1N=Nc1ccc2c(c1)OCCO2 | i | 1.92
O=C(c1ccco1)N1CCN(C(=O)c2ccc(CS(=O)c3ccc(F)cc3)o2)CC1 (stereo unspecified) | i | -0.01
CCOc1ccc(-n2cc(-c3ccccc3)c3c(N4CCOCC4)ncnc32)cc1 | i | 0.27
COc1ccc(/C=N/NC(=O)c2ccc(-c3ccccc3)cc2)cc1O | i | 0.46
COC(c1ccc(Cl)cc1)(c1ccc(Cl)cc1)C(Oc1nc(C)cc(C)n1)C(=O)O (stereo unspecified) | i | 0.07
CCC(C)c1ccc(NC(=S)NC2CCN(Cc3ccccc3)CC2)cc1 (stereo unspecified) | i | -0.79

Next records follow.
Structure | KCNQ2 block | Kir21 block
Cc1sc(NC(=O)CN(Cc2ccc(F)cc2)C(=O)C(C)(C)C)c(C(N)=O)c1C | i | -1.06
O=C1c2ccccc2C(Nc2ccc(-c3nc4ccccc4[nH]3)cc2)N1Cc1ccco1 (stereo unspecified) | i | 0.48
Cc1cccc(C)c1NC(=O)C1CCCN1S(=O)(=O)c1ccc(-c2ccc(=O)[nH]n2)s1 (stereo unspecified) | i | -0.31
COc1cccc(NC(=O)N2CCN(c3ccc(C(F)(F)F)cn3)CC2)c1 | i | 0.93
Cc1cccc(Cl)c1NC(=O)N1CCN(c2ccnc3cc(Cl)ccc23)CC1 | i | 0.88
O=C(N/N=C/c1ccc(Cl)s1)C(O)c1ccccc1 (stereo unspecified) | i | 1.45
Cc1ccc(C(=O)Nc2cnc3sc(C)nn3c2=O)cc1 | i | -1.13
S=C(NCc1ccc(Cl)cc1)Nc1ccccc1Cl | i | 1.19
CCOC(=O)C(C)n1nc(/C=C/c2ccc(OC)cc2)ccc1=O (stereo unspecified) | i | 1.64
Cc1c(C)n(CCc2ccccc2)c2ncnc(NCCCO)c12 | i | -0.13
CC(C)(C)C1=CC(=Nc2ccccc2N)C=C(C(C)(C)C)C1=O | i | 0.29
Cc1nc2ccccc2nc1OCC(=O)Nc1ccccc1 | i | -0.98
Cc1ccc(C(C(=O)NC2CCCCC2)N(CCCN2CCOCC2)C(=O)c2snc(C(N)=O)c2N)cc1 (stereo unspecified) | i | 1.87
CC(C)(Sc1cc(C(C)(C)C)c(O)c(C(C)(C)C)c1)Sc1cc(C(C)(C)C)c(O)c(C(C)(C)C)c1 | i | -0.21
Cc1cc(C)nc(NC(=O)c2ccc3c(c2)OCO3)c1 | i | -1
CCCCNC(=O)/C=C/c1cccs1 | i | 0.16
COc1ccc(C(=O)Cn2c(NCCO)nc3ccccc32)cc1 | i | 1.07
CSc1nc2c(c(=O)[nH]1)C(c1ccc(Cl)cc1)CC(=O)N2 (stereo unspecified) | i | 0.35
COc1ccc(OC)c(-c2csc(NC(=O)Cc3cccs3)n2)c1 | i | 1.75
CCOC(=O)C(=O)N1CCC(Cc2ccccc2)CC1 | i | -0.63
CCOc1cc(/C=C2/C(=O)N(c3ccccc3)N=C2C)ccc1OC(=O)c1cccs1 | i | -0.95
Cc1c2ccccc2cc[n+]1CCCS(=O)(=O)[O-] | i | 0.3
COc1ccc2[nH]c(-c3cccc(F)c3)cc(=O)c2c1 | i | 1.57
Cc1cc(C(=O)NNC(=O)c2cccc(S(=O)(=O)N3CCOCC3)c2)c2ccccc2n1 | i | 0.76
CCOC(=O)c1cnc(SCC(=O)NNC(=O)c2ccco2)nc1N | i | 0.66
C=C(C)c1cccc(C(C)(C)NC(=O)Nc2ccc(OC)cc2)c1 | i | -1
COc1cc(/C=N/NC(=O)CCNC(=O)c2ccccc2Cl)ccc1O | i | -0.56
Cc1sc(NC(=O)CCCC(=O)O)c(C#N)c1C | i | 2.17
CC(C)C(=O)Nc1cccc(NC(=S)NC(=O)c2ccc(Cl)cc2)c1 | i | -2
O=C(Nc1ccc2c(c1)CCC2)c1cc(S(=O)(=O)N2CCN(c3ccccc3)CC2)ccc1Cl | i | 1.1

Six of the compounds above, with values ahead of the structure.
KCNQ2 block | Kir21 block | structure
i | 1.07 | COc1ccc(C(=O)Cn2c(NCCO)nc3ccccc32)cc1
i | 0.35 | CSc1nc2c(c(=O)[nH]1)C(c1ccc(Cl)cc1)CC(=O)N2 (stereo unspecified)
i | 1.75 | COc1ccc(OC)c(-c2csc(NC(=O)Cc3cccs3)n2)c1
i | -0.63 | CCOC(=O)C(=O)N1CCC(Cc2ccccc2)CC1
i | -0.95 | CCOc1cc(/C=C2/C(=O)N(c3ccccc3)N=C2C)ccc1OC(=O)c1cccs1
i | 0.3 | Cc1c2ccccc2cc[n+]1CCCS(=O)(=O)[O-]

The list continues:
Structure | KCNQ2 block | Kir21 block
Cc1nc(NC(=O)c2ccc(Cl)cc2)sc1-c1csc(Nc2cccc(F)c2)n1 | i | -0.4
O=C(NNc1cccc(Cl)n1)Nc1ccccc1Cl | i | -0.46
OCCNCC12CC3CC(CC(C3)C1)C2 | i | -0.54
O=C(Nc1ccccc1N1CCCC1)c1ccc([N+](=O)[O-])o1 | i | 0.65
Cc1csc(NC(=O)c2ccc3c(=O)n4c(nc3c2)CCCCC4)n1 | i | 0.18
Clc1ccc(NNc2ccnc3cc(Cl)ccc23)cc1 | i | -1.34
CCOC(=O)N1CCN(CC(O)c2ccc3c(c2)CCN3)CC1 (stereo unspecified) | i | 0.33
O=C(/C=C/c1ccco1)N1CCN(c2ccccc2)CC1 | i | 0.14
CC(C)N(C(=O)COC(=O)[C@H](C)NC(=O)c1ccco1)c1ccccc1 | i | -0.49
Nc1c(NCCN2CCOCC2)c2ccccc2oc1=O | i | -0.67
CCCCCn1c(=O)c2ccccc2n2c(=S)[nH]nc12 | i | -0.99
Cc1cccn2c(=O)c3cc(C(=O)NCCCN4CCCC4=O)n(C)c3nc12 | i | 0.04
CCC(CC)c1nnc(NC(=O)CS(=O)(=O)c2ccc(C)cc2)s1 | i | -1.24
CCn1cc(/C=C(\NC(=O)c2cc(OC)c(OC)c(OC)c2)C(=O)NCCN2CCOCC2)c2ccccc21 | i | 1.22
CC(=O)Nc1cccc(Oc2ccc(-c3noc(C)n3)cc2)c1 | i | 0.26
O=C(NCc1ccco1)C1CCN(S(=O)(=O)c2cccc3cccnc23)CC1 | i | -0.97
COc1ccccc1C(=O)NCCC(=O)NNC(=O)Cn1ccc(C(F)(F)F)n1 | i | 0.82
O=C(NN=C1CCN(Cc2ccccc2)CC1)C(O)c1ccccc1 (stereo unspecified) | i | 0.21
CC(C)N1C(=O)CCC1C(=O)NCc1ccccc1Cl (stereo unspecified) | i | 1.46
Cc1ccccc1N(CC(=O)NC1CCCC1)C(=O)c1csnn1 | i | 0.4
COc1ccc2c(c1)c(=O)oc1cc(OCC(=O)N3CCCC(C)C3)ccc12 (stereo unspecified) | i | 0.2
O=C(N/N=C/c1ccccc1F)NC1CCCCC1 | i | -1.58
Cc1cc(C)nc(N2CCCC(C(=O)Nc3ccc(F)cc3)C2)n1 (stereo unspecified) | i | 0.54
O=C(Nc1cccs1)Nc1cccnc1Cl | i | -0.59
O=C(NCc1ccco1)c1noc2c1CCCCC2 | i | 0.03
O=C1C2CC=CCC2C(=O)N1Cc1ccccc1 (stereo unspecified) | i | -0.06
O=C(O)COc1cccc(/C=C2/SC(=S)N(Cc3ccccc3)C2=O)c1 | i | 2.67
Cc1ccc(S(=O)(=O)N(Cc2ccc(F)cc2)Cc2ccco2)cc1 | i | -0.7
CCCNC(=O)c1nn2c(C(F)(F)F)cc(-c3ccccc3)nc2c1Cl | i | -0.43

From PubChem BioAssay

This is a random part of the collection; about 1.9% have a hit in one of these screens.
